Screening data (PubChem)
TDP1 block: TDP1 (human) enzyme inhibition | recombinant TDP1, AlphaScreen DNA substrate cleavage | Potency, µM (highest dose often 130 µM), for the others: at the top dose activity change, negative = inhibition, most hits filed as inhibitors | Q9NUW8 | AID 485290 | 350,000 compounds, 0.28% hits; further: nearly all actives have a fitted effect of over 40% in size
Target sequence (Q9NUW8 whole entry, looked up): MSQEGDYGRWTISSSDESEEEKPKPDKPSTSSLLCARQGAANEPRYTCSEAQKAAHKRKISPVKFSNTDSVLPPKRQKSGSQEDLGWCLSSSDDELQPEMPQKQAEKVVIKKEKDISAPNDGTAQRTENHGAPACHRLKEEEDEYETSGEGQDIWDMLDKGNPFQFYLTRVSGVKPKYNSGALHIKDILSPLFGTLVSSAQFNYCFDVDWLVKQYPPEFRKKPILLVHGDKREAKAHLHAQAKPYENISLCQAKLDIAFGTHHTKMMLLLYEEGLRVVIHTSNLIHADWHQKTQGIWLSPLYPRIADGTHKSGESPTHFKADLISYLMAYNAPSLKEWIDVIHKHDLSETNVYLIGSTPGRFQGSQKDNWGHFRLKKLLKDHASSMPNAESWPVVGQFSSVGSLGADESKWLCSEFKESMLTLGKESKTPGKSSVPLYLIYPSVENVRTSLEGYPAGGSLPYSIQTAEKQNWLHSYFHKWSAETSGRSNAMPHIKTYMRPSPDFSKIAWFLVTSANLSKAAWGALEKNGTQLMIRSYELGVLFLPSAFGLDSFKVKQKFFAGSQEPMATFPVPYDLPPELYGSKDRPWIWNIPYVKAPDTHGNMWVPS
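Signal: AlphaScreen proximity between streptavidin donor and anti-FITC acceptor beads on intact substrate. Reaction: Tdp1 1 nM, substrate 15 nM final, 5 min RT after 15 min compound preincubation.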
TDP1 cell noCPT: qHTS for Inhibitors of human tyrosyl-DNA phosphodiesterase 1 (TDP1): qHTS in cells in absence of CPT | DT40 Tdp1-/- hTDP1 cells, no CPT, ATP luminescence, 48 h | Potency, µM (titrated, usually from 46.2 µM), for the others: top-dose activity change, negative = growth inhibition, most hits filed as inhibitors | 420,000 compounds, 15% hits | AID 686978, 2013; further: nearly all actives have a fitted effect of over 55% in size
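Compound effects on proliferation are scored in DT40 Tdp1-/-;hTDP1 cells in the absence of CPT. ATP levels (CellTiter-Glo luminescence) are recorded after a ≥48 hr, 37 °C incubation.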
DT40 TDP1 CPT: DT40-hTDP1 cell growth loss with CPT | AID 686979 | chicken DT40 Tdp1-/-;hTDP1 cells + 20 nM CPT, ATP luminescence, 48 h | Potency, µM (titrated, usually from 46.2 µM), inactives show top-dose activity change, negative = growth inhibition, actives largely listed as inhibitors | 420,000 compounds, 12% hits; further: nearly all actives have a fitted effect of over 55% in size
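Chicken DT40 Tdp1-/- cells stably complemented with human TDP1 were seeded at 400 cells/well in medium containing 20 nM camptothecin, exposed to pin-transferred compounds, and grown at 37 °C for at least 48 hr. Viability was read as ATP luminescence.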
Active calls of the source: *; ? = inconclusive; . = no result given; [ ] = dose if it differs, or a comment. The call rests on the fitted dose curve; in most records, active means well fitted curve in the direction sought with a large enough effect; inconclusive means small, poorly fitted or top-dose-only effect, or another doubt; inactive means no such curve, though single readings can be large; an effect the other way counts as inactive or inconclusive. On the % scale 0 is the no-effect control and ±100 the full control effect; potency means the concentration at half of the fitted maximal effect. This is a random part of the collection, and some 18% of all compounds hit somewhere here.

Values run as follows: TDP1 block | TDP1 cell noCPT | DT40 TDP1 CPT
- Cc1nnc2n1N=C(c1ccccc1)CS2
→ . | 0% | 14%
- C#CCN1CC(C)/C(=N/O)CC1C (centres undefined)
→ 4% | -36% | 41%[activator]
- COc1ccc(-c2nc3cc(C)ccn3c2NC(=O)c2ccccc2OC)cc1
→ . | ? | ?
- CCCc1cc(=O)oc2cc(C)cc(OC(C)C(=O)NCc3cccnc3)c12 (centres undefined)
→ 4% | 25% | -5%
- CCN(CC)CCCn1c2c(c(SCC(=O)N3CCCc4ccccc43)nc1=O)CCC2
→ . | -17% | ?
- CCc1nc2nc(C)cc(Nc3cccc(C)c3C)n2n1
→ 0%[12.3 µM] | -16% | ?
- Fc1ccc(CCn2c(Cn3c(-c4cnccn4)nc4ccccc43)nc3ccccc32)cc1
→ . | -48% | -42%
- Cc1nnc(NC(=O)CSc2nc3c(c(=O)n2CCc2ccccc2)SC(C)C3)s1 (centres undefined)
→ 2% | -16% | -21%
- COCCNC(=O)C1(C)Cc2c(-c3cccc(C(F)(F)F)c3)ccnc2O1 (centres undefined)
→ . | 9.2µM* | 9.2µM*
- Cc1ccc(C(=O)OCC(=O)Nc2cc(S(C)(=O)=O)ccc2Cl)cc1S(=O)(=O)N1CCCCC1
→ 4% | -7% | -6%
- Cc1ccc(-c2nc3n(n2)C(=O)CC(c2ccc(C)cc2)S3)cc1 (centres undefined)
→ . | -3% | 21%
- COc1ccc(CCNc2ncnc3sc(C(=O)N(C)C)c(C)c23)cc1OC
→ . | -15% | -7%[9.04 µM]
- NC(=O)C1(Nc2ccc(-c3ccc(Br)cc3)cc2)CCCC1
→ . | ? | -20%
- COC(=O)c1cc(CNC(=O)c2cccc(F)c2)cc(NC(=O)c2ccccc2OC)c1
→ . | ? | ?
- COc1ccc(-c2[nH]ncc2CN(CCO)Cc2cccs2)c(F)c1
→ -2% | ? | -26%
- CCOC(=O)C1(C)CCCN1C(=O)c1ccc(OC)c(OC)c1 (centres undefined)
→ . | 8% | -15%
- N#C/C(=C\c1cccs1)C(=O)NCc1ccco1
→ 3% | -6% | 5%
- CCOC(=O)c1cnc2ccc(C(=O)OC)cc2c1Nc1ccc(OCc2ccccc2Cl)cc1
→ . | ? | -12%
- COc1cccc(NC(=O)COC(=O)Cc2ccc(Cl)cc2)c1
→ 3% | -6% | -2%
- CCO[C@@H]1OC(C(=O)N2CCN(Cc3ccccc3)CC2)=C[C@H](c2coc3ccccc3c2=O)[C@H]1CCCO
→ 5% | 7.3µM* | 8.2µM*
- Cn1c(=O)cc(OCCCC(=O)Nc2ccccn2)c2ccccc21
→ 2% | ? | -22%
- CCC(C)(C)n1nnnc1C(c1ccc2ncccc2c1)N1CCN2CCCC2C1 (centres undefined)
→ -1% | -6% | 0%
- Cc1sc(N)nc1-c1ccc2c(c1)OCCO2
→ 7% | -16% | -8%
- O=S(=O)(c1ccc2c(c1)OCCO2)N1CCc2ccccc21
→ 3% | ? | ?
- COc1ccc(C(=O)Nc2nc3ccc(S(C)(=O)=O)cc3s2)cc1
→ 0% | -15% | -20%
- COc1ccc(NC(=O)CN(C)CC(=O)c2[nH]c(C)c(C(C)=O)c2C)cc1
→ 2% | ? | ?
- CCC(C)NC(=O)c1ccc(CS(=O)(=O)c2ccc(OC)cc2)o1 (centres undefined)
→ 3% | -7% | -17%
- O=C(NCCNC(=O)c1ccccc1Br)c1cccnc1
→ 2% | 8% | 6%
- CC(C)N(C(=S)Nc1cccc(C(F)(F)F)c1)C(C)c1ccccn1 (centres undefined)
→ -8% | ? | -9%
- Cc1c(Cl)c(C(F)(F)F)nn1CC(=O)NN
→ -3% | -11% | -8%
- O=c1[nH][nH]c(C(F)(F)F)c1/C=N/N1CCOCC1
→ 4% | 4% | -5%
- Cc1c(N2C(=O)/C(=C/c3cccc4ccccc34)SC2=S)c(=O)n(-c2ccccc2)n1C
→ . | -17% | ?
- COc1ccc(Cl)cc1NC(=O)CN(C)C(=O)CN1C(=O)NC2(CCCC2)C1=O
→ -3% | ? | ?
- CCOC(=O)N1CCC(N2Cc3cccc(C(=O)Nc4ccc(N(CC)CC)cc4C)c3C2=O)CC1
→ 17% | 16µM* | ?
- COc1ccccc1OCC(=O)NCCSCc1ccc(Cl)cc1
→ 5% | ? | 1%
- Cc1cccc(C(=O)Nc2nsc(N)n2)c1
→ . | -1% | -19%
- COC(=O)c1c(NC(NC(=O)C(C)(C)C)C(Cl)(Cl)Cl)sc2c1CCC2 (centres undefined)
→ 0% | ? | ?
- CNc1cc([N+](=O)[O-])ccc1OCc1ccccc1
→ -1% | 9% | -7%
- COc1ccc(C(=O)NNC(=O)CSc2nnc(C3CC3)n2C)cc1
→ 11% | 7% | 10%
- Cc1nn(C(=O)Cn2ccc([N+](=O)[O-])n2)c(C)c1Cl
→ . | -5% | 35%[activator]
- Fc1ccc(Oc2ccnc(Cl)n2)c(Cl)c1
→ . | -2% | 19%
- CC(C)Cc1cc(C(=O)N2N=C(C(F)F)CC2(O)C(F)F)c2ccccc2n1 (centres undefined)
→ 3% | ? | ?
- CCOC(=O)C1CCN(C(=O)Cc2c(C(=O)O)[nH]c3ccccc23)CC1
→ 7% | 3% | -2%
- CC(C)N1C(=O)/C(=C/c2nc3ccccc3c(=O)n2-c2ccccc2)c2ccccc21
→ 8% | 23µM* | 21µM*
- COc1c(C)cc(C(O)c2ncc(-c3ccccc3Cl)[nH]2)cc1C (centres undefined)
→ . | ? | -25%
- COc1ccc(-n2cc(-c3ccccc3)c3c(N4CCCC(C)C4)ncnc32)cc1 (centres undefined)
→ 3% | 10µM* | 16µM*
- O=C(NCCCCc1ccccc1)c1ccc(Br)o1
→ -3% | -19% | -5%
- Cc1cccc(NC(=O)CSc2nnc3ccc(-c4cccnc4)nn23)c1
→ . | ? | -23%
- CCCN(C(=O)c1cc(Cl)nc2ccccc12)C1CCS(=O)(=O)C1 (centres undefined)
→ 0% | -8% | 8%
- CCNC(=S)Nc1cc(OCC)c(N2CCOCC2)cc1OCC
→ -1% | ? | ?

The results go on:
Values run as follows: TDP1 block | TDP1 cell noCPT | DT40 TDP1 CPT
- CCOC(=O)C1=NN(c2ccccc2)C2=NC(C)=C(C(=O)OC)C(c3cccs3)N12 (centres undefined)
→ . | -1% | -19%
- CCC1CCc2c([nH]c3ccccc3c2=O)O1 (centres undefined)
→ 5% | ? | -30%
- Cc1ccc(-c2cc(C(=O)NCc3cccnc3)no2)cc1
→ 0% | ? | -29%
- COc1ccc(OCCNC(=O)C2(C)CCN2Cc2ccc(SC)cc2)cc1 (centres undefined)
→ . | 16µM* | ?
- O=C(Nc1ccc(Cl)cn1)c1ccc2c(c1)OCCO2
→ -5% | 18µM* | ?
- Cc1ccc(S(=O)(=O)N/N=C/c2cnn(C)c2C)cc1
→ 2% | ? | -13%
- CCOC(=O)c1c(C)[nH]c(C)c1C(=O)COC(=O)/C=C/c1ccccc1[N+](=O)[O-]
→ 7% | ? | ?
- Cn1cccc1C(=O)N1CCc2ccccc2C1
→ 6% | 0% | -15%
- COc1cc(NC(=S)NCCC(c2ccccc2)c2ccccc2)c(OC)cc1Cl
→ 3% | 18µM* | 9.2µM*
- CC(=O)OC[C@H]1COc2ccc3ccccc3c2[C@H]1N(C)C(C)=O
→ 3% | ? | -11%

Part of the list above in order of heavy-atom count, descending:
Values run as follows: TDP1 block | TDP1 cell noCPT | DT40 TDP1 CPT
- Fc1ccc(CCn2c(Cn3c(-c4cnccn4)nc4ccccc43)nc3ccccc32)cc1
→ . | -48% | -42%
- Cc1c(N2C(=O)/C(=C/c3cccc4ccccc34)SC2=S)c(=O)n(-c2ccccc2)n1C
→ . | -17% | ?
- COc1cc(NC(=S)NCCC(c2ccccc2)c2ccccc2)c(OC)cc1Cl
→ 3% | 18µM* | 9.2µM*
- COc1ccc(Cl)cc1NC(=O)CN(C)C(=O)CN1C(=O)NC2(CCCC2)C1=O
→ -3% | ? | ?
- COC(=O)c1c(NC(NC(=O)C(C)(C)C)C(Cl)(Cl)Cl)sc2c1CCC2 (centres undefined)
→ 0% | ? | ?
- CCNC(=S)Nc1cc(OCC)c(N2CCOCC2)cc1OCC
→ -1% | ? | ?
- Cc1nn(C(=O)Cn2ccc([N+](=O)[O-])n2)c(C)c1Cl
→ . | -5% | 35%[activator]

(more compounds)
Compound	TDP1 block	TDP1 cell noCPT	DT40 TDP1 CPT
CC1=Nn2c(nnc2-c2ccco2)SC1	2%	-30%	-7%
CC1(C(=O)NS(=O)(=O)C2CC2)CCCN(C(=O)c2ccccc2OC(F)(F)F)C1 (centres undefined)	.	9.2µM*	?
O=C(Cn1cnc(Cl)c1Cl)c1ccc(F)cc1	5%	?	15%
O=C(O)[C@@H]1CCCN1S(=O)(=O)c1cccc2cccnc12	-1%	0%	-14%
COc1ccccc1C(=O)NC(CCSC)C(=O)NNC(=O)c1ccccc1O (centres undefined)	1%	29µM*	?
COc1ccc2c(c1)C(C)=CC(C)(C)N2S(=O)(=O)c1ccc(NC(C)=O)cc1	.	2.3µM*	5.8µM*
COc1ccc(NC(=O)CCCNC(=O)Cn2cnc3sc(C)c(C)c3c2=O)cc1OC	0%	-4%	1%
CCN(CC)CCNc1ccnc2cc(Cl)ccc12	0%	-22%	-21%
CCN(C(=O)c1ccc(Cl)cc1[N+](=O)[O-])c1ccccc1C	-5%	15µM*	16µM*
Cc1oc2ccc(O)c(CN(C)C)c2c1C(=O)c1ccccc1	-8%	?	?
COC(=O)[C@@H]1C[C@H](NC(=O)c2ccccn2)CN1Cc1cccc2ccccc12	.	-22%	7%[9.04 µM]
COc1ccc(-n2c3c(cc(-c4nc(-c5ccc(C)cc5)cs4)c2=O)C(=O)CC(C)(C)C3)cc1	7%	-24%	-7%
Cc1ccccc1OCC(=O)Nc1ccc(S(=O)(=O)Nc2ncccn2)cc1	-6%[12.3 µM]	-13%	-18%
CCCCN(CC)Cc1ccc(CNC(=S)Nc2c(C)cc(C)cc2C)o1	6%	?	2%
CCN(c1ccccc1)S(=O)(=O)c1ccc2c(c1)C(C)(C)C(=O)N2C	.	?	5%
COc1ccc(CC(=O)Nc2cccc(-c3csc(C)n3)c2)cc1	-5%	?	?
CCCC(=O)Nc1ccc(Cl)c(NC(=S)NC(=O)c2ccco2)c1	-1%	?	?
Cc1ccccc1CC(=O)Nc1cccnc1	4%	2%	-10%
CCOc1ccc(NCc2nnc(SCC(=O)Nc3cc(C)on3)n2-c2ccc(OC)cc2)cc1	4%	-11%	0%
O=C(CN1C(=O)COc2ccc(Cl)cc21)N1CCCCC1	2%	9%	-2%
O=C(OCC1CCNCC1)c1ccc2c(c1)OCO2	.	-19%	6%
O=C(C1CCCN(Cc2ccccc2F)C1)N1CCc2ccccc2C1 (centres undefined)	.	?	-6%
CCC(=O)N1CC2(c3ccccc3)CN(C(=O)CC)CC(c3ccccc3)(C1)C2=O	-5%	31%	-5%
CC(=O)NCCN1C(=O)C2C3c4ccccc4C(c4ccccc43)C2C1=O (centres undefined)	5%	?	-19%
Cc1ncc(CO)c2c1OC(C)(C)OC2	1%	0%	15%
CCOC(=O)NC1(C(F)(F)F)C(=O)NC(C)=C1C(=O)OC (centres undefined)	5%	-1%	11%
CN(NC(=O)NN)c1ncc(C(F)(F)F)cc1Cl	6%	5%	-3%
OCC1(Cc2ccccc2F)CCCN(Cc2c(F)ccc(F)c2F)C1 (centres undefined)	.	-24%	4%
O=C(O)C(c1ccccc1)C1CCCCC1O (centres undefined)	.	-14%	19%
COCCNC(=O)C(c1ccc(O)cc1)N(Cc1ccco1)C(=O)CCC(=O)Nc1ccccn1 (centres undefined)	3%[0.0935 µM]	-8%	6%
CCOc1ccc(NS(=O)(=O)c2ccc3c(c2)N(C(C)=O)CC3)cc1	-5%	?	-26%
CC(=O)N/C(=C/c1ccc([N+](=O)[O-])cc1)C(=O)O	.	18%	3%
O=C(COc1ccc([N+](=O)[O-])cc1)NNC(=O)c1cccs1	1%	-15%	-1%
COc1ccc(CN2C(=O)Cc3c2nc(N)c2c(N)nc(N4CCOCC4)c(C#N)c32)cc1	.	21µM*	15µM*
CC(=O)Nc1ccc(S(=O)(=O)NCc2cccnc2)cc1	5%	?	3.3µM*
CC/C(=C\c1ccc(Cl)cc1)c1ccncc1	.	?	?
C[C@@H]1CN([C@@H](C)CO)C(=O)CCCn2nncc2CO[C@@H]1CN(C)C(=O)c1ccncc1	.	-24%	-16%
Cn1cccc/c1=N\c1cccc[n+]1C	6%	1µM*	1.5µM*
COc1cc2c(cc1OC)C1(NCC2)C(=O)Nc2ccccc21 (centres undefined)	0%	11%	-12%
C=CCOc1cccc(C(=O)NC(c2ccccc2)C(C)C)c1 (centres undefined)	-3%	-20%	19%
